Bioassay records: PubChem, National Center for Advancing Translational Sciences (NCATS)
aSyn tox rescue – qHTS of alpha-syn Inhibitors: NCGC Sytravon Library Screen; S. cerevisiae alpha-synuclein toxicity rescue, BacTiter-Glo growth, 24 h; 0.02% of 94,000 active; AID 1347070, 2019; Potency, µM (series often up to 46.1 µM), inactives show at the highest dose growth rescue (activation), hits mostly activators; active = well fitted activation curve with a large enough effect; also: 0% is about no effect
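Growth restoration measured by BacTiter-Glo luminescence after 24 hr at 30 deg C; alpha-synuclein yeast, raffinose-pregrown to mid-log, were added at OD600=0.02 in galactose medium onto pinned compounds.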
* hit, by the source's call; & = joins results of further samples. Potency is read from the fitted curve at half-maximal effect. These rows are one share of the data; rates above refer to the full screens.

SMILES | aSyn tox rescue
Cc1ccc(NC(=O)C(C)NC(=O)OCc2ccccc2)cc1C (stereo unspecified) | -6.4%
Cc1cccc(N2CCN(CCCNc3ncnc4onc(-c5ccc(Cl)cc5)c34)CC2C)c1 (stereo unspecified) | 6.2%
COc1ccccc1C(=O)Nc1ccc(NC(=O)C2CCCCC2)nc1 | -6.4%
CCc1ccc(NC(=O)c2cc3sc(Cl)cc3n2C)cc1 | -10.9%
CCCCCCCCC(=O)N1C(C)CCC1C (stereo unspecified) | 6.9%
COc1ccc(NC(=O)CSc2nnc(-c3ccc(OC)cc3)s2)cc1 | -0.4%
Cc1ccsc1/C=N\NC(=O)CC(=O)NCc1ccccc1 | 4.6%
Cc1ccc(S(=O)(=O)N(C)c2ccc(OC(=O)CN3C(=O)NC4(CCCC4)C3=O)cc2)cc1C | -8.6%
O=C1C(Nc2ccccc2)=CC(c2ccc(Br)cc2)N1c1ccccc1 (stereo unspecified) | 1.2%
CCCC12CN3CC(C)(CN(C1)C3c1ccccc1Cl)C2=O (stereo unspecified) | -2.5%
COc1cc(C(=O)Nc2ccc3c(c2)Cc2cc(NC(=O)c4cc(OC)c(OC)c(OC)c4)ccc2-3)cc(OC)c1OC | 7.2%
O=C(O)CCCn1cc(NC(=O)COc2ccccc2F)cn1 | 3.1%&-4.9%
CCc1ccc(NC(=O)Cn2cnc3sc(C)c(S(=O)(=O)N4CCN(c5ccccc5OC)CC4)c3c2=O)cc1 | -6.5%
COc1cccc(NC(=O)CC2C(=O)OCCN2Cc2ccccc2)c1 (stereo unspecified) | -20.3%
Cc1ccc(OCC(=O)Nc2ccc(Cl)c(-c3nc4ccccc4[nH]3)c2)cc1C | -17.2%
COc1ccc(CCN(C)CC(O)c2ccccc2)cc1OC (stereo unspecified) | -4.2%
CCN1CCN(c2nnc(-n3cccc3C(=O)NCc3ccccc3OC)s2)CC1 | -7.7%
CC1CCN(S(=O)(=O)c2ccc3c(ccn3CCC(=O)NCc3ccc(N(C)C)cc3)c2)CC1 | -0.7%
COc1ccccc1NC(=S)NC(C)=O | -0.6%
CCOC(=O)Cc1csc(NC(=O)Nc2ccc(C)cc2)n1 | -10.7%
Cc1ccccc1NC(=O)c1c2c(nc3ccccc13)CCC2 | -2.0%
CCOc1ccc(-n2c(SCC(=O)NCc3ccco3)nc3c([nH]c4ccccc43)c2=O)cc1 | -13.3%
CN(C)C(CNC(=O)Cc1ccc([N+](=O)[O-])cc1)c1ccccc1 (stereo unspecified) | -11.4%
CCc1ccc(OCC(=O)Nc2ccc(S(=O)(=O)Nc3onc(C)c3C)cc2)cc1 | -13.0%
NC(=O)[C@@H]1CCCN1Cc1nc(Cc2ccccc2F)no1 | 6.3%
COc1cc2nc(SCc3cccc(Cl)c3)n3nc(CCn4nc(C)cc4C)nc3c2cc1OC | -9.4%
COC(=O)c1sc(S(=O)(=O)Nc2c(C)nn(C)c2C)c(C(=O)OC)c1C | -3.6%
CCC1(CC)Cc2ccccc2-c2[nH]c(=S)[nH]c(=O)c21 | 0.4%
Cc1ccc(NC(=O)CN2C(=O)C(c3ccc(C(C)(C)C)cc3)=NC2(C)C)cc1 | -3.5%
O=C(COc1cc(Cl)ccc1Cl)Nc1ccc2c(c1)CCC2 | -11.3%

Shown in CSV form: part of the list above
SMILES,aSyn tox rescue
CCOc1ccc(-n2c(SCC(=O)NCc3ccco3)nc3c([nH]c4ccccc43)c2=O)cc1,-13.3%
CN(C)C(CNC(=O)Cc1ccc([N+](=O)[O-])cc1)c1ccccc1 (stereo unspecified),-11.4%
CCc1ccc(OCC(=O)Nc2ccc(S(=O)(=O)Nc3onc(C)c3C)cc2)cc1,-13.0%
NC(=O)[C@@H]1CCCN1Cc1nc(Cc2ccccc2F)no1,6.3%

The list continues:
SMILES | aSyn tox rescue
CSCC(C)N1CCC(CO)(CCCc2ccccc2)CC1 (stereo unspecified) | 3.7%
COc1ccccc1NC(=O)Cn1c(=O)n(Cc2ccco2)c(=O)c2oc3ccccc3c21 | -2.5%
O=C(Nc1ccccc1C(F)(F)F)N1Cc2ccccc2Oc2ncccc21 | 2.9%
COc1ccc(NC(=O)c2cc(S(=O)(=O)N(Cc3ccccc3)c3ccccc3)ccc2Cl)cn1 | 3.1%
O=C(COc1ccc(Cl)cc1)Nc1ccc(-c2nc3ccccc3s2)c(O)c1 | -7.5%
O=C(CC(=O)N/N=C\c1ccc(F)cc1)NCCc1ccccc1 | 10.4%
COc1ccc(C2C=C(c3ccc(Cl)c(Cl)c3)Nc3ncnn32)cc1 (stereo unspecified) | 3.5%
COc1ccccc1CNC(=O)N1CCN(c2ccccc2)CC1 | -8.3%
CN(Cc1ccccc1)C(=O)C1CCN(S(=O)(=O)c2ccc3c(c2)oc(=O)n3C)CC1 | 1.7%
CCN(CC)c1ccc2cc(-c3nc(-c4cc5ccccc5oc4=O)cs3)c(=O)oc2c1 | -3.8%
CCOc1ccc(-c2nc3c(c(SCC(=O)Nc4ccccc4C)n2)Cc2ccccc2O3)cc1 | -2.3%
CCC(=O)N1CCc2cc(Br)cc(S(=O)(=O)NCCc3ccc(C)cc3)c21 | -8.7%
Cc1ccc(S(=O)(=O)Nc2cccc(C(=O)NCC(c3ccccc3)N(C)C)c2)cc1F (stereo unspecified) | 6.6%
CCOC(=O)c1ccccc1NC(=O)Cn1ncc2c([nH]c3ccccc32)c1=O | 9.7%
COc1ccc(OC)c(NC(=O)CSc2n[nH]c(-c3ccccc3Cl)n2)c1 | -13.7%
CC(=O)N1CCCC1c1nc2ccccc2n1Cc1ccccc1F (stereo unspecified) | -3.6%
CCOc1ccc(NS(=O)(=O)c2ccc3[nH]cc(C(=O)N(C)Cc4ccccc4)c(=O)c3c2)cc1 | 1.8%
Cn1cc(Cl)c(C(=O)NC2CCCC2)n1 | 5.8%
Cc1ccc(N2CC(c3nnc(NC(=O)c4ccco4)s3)CC2=O)cc1C (stereo unspecified) | -10.4%
O=[N+]([O-])c1cc(-c2ccn[nH]2)ccc1Cl | -12.2%
COc1cc2c(cc1CNC[C@H]1O[C@@H](n3ccc(N)nc3=O)[C@H](O)[C@@H]1O)OCO2 | 2.5%
CCn1cc(S(=O)(=O)c2cc(C)cc(C)c2)c(=O)c2cc(F)c(N3CCCCC3)cc21 | 7.4%
O=C(Cc1ccccc1)NNC(=O)C1CC=CCC1 (stereo unspecified) | 4.3%
CCCCN1C(C(=O)c2ccccc2)=C(OC(=O)CC)c2ccccc2S1(=O)=O | 2.9%
O=C(NCC1CCCO1)c1cccc(S(=O)(=O)Nc2ccccc2Cl)c1 (stereo unspecified) | 4.5%
CC(=O)c1cccc(NS(=O)(=O)c2ccc(N/C=C/C(=O)c3ccc(F)cc3)cc2)c1 | 6.2%
O=C(COc1cccnc1[N+](=O)[O-])Nc1ccc(Cl)c(S(=O)(=O)N2CCOCC2)c1 | -7.2%
CCOC(=O)c1ccc(NC(=O)CSc2nc(C)nc3c2c(=O)n(C)c(=O)n3C)cc1 | 1.6%
Cc1ccc(NC(=O)CCCn2nc(C)c3c(C)n(-c4ccccc4)nc3c2=O)c(Cl)c1 | -4.8%
Cc1cccc(NC(=O)C(Cc2ccccc2)n2cccc2)c1C (stereo unspecified) | 3.8%
CCOC(=O)c1ccc(Nc2cc(-c3ccccc3)nc(C)n2)cc1 | -0.2%
O=C(NC1CCCC1)C(c1cccnc1)N(C(=O)c1ccco1)c1ccc(F)cc1 (stereo unspecified) | -1.6%
Nc1cc(S(=O)(=O)O)cc([N+](=O)[O-])c1O | -8.6%
O=C(CN=C1NS(=O)(=O)c2ccccc21)OCC(=O)c1ccccc1 | 0.6%
COc1ccc(-n2nc(C(=O)Nc3cc(C)c(Cl)cc3OC)c3c4ccccc4n(C)c3c2=O)cc1 | 2.0%
COc1cccc(C(=O)N2CCc3cc(OC)c(OC)cc3C2COc2ccc3c(C)cc(=O)oc3c2)c1 (stereo unspecified) | 9.5%
CCCOc1ccc(N2CC(C(=O)Nc3cccc(Cl)c3Cl)CC2=O)cc1 (stereo unspecified) | -5.2%
O=C(NC1(C(F)(F)F)NC(=O)N(CCc2ccccc2)C1=O)c1ccc(Cl)cc1 (stereo unspecified) | 9.5%
COc1ccc(C(=O)COC(=O)CNC(=O)c2ccc(OC)cc2)cc1 | -6.6%
Cn1c(=O)cc(OCCCC(=O)NCCN2CCN(c3ccccc3F)CC2)c2ccccc21 | 1.8%
COc1ccc(Nc2oc(-c3ccc(OC)cc3)nc2C#N)cc1 | 2.0%
Cc1ccccc1CSc1ncc(Cl)c(C(=O)Nc2nc3ccc(F)cc3s2)n1 | -6.9%
CC(=O)Nc1ccc(S(=O)(=O)Nc2ccccn2)cc1 | -1.5%
CCN(CC(=O)Nc1c(F)cccc1F)C(=O)CCCOc1ccc(OC)cc1 | -0.5%
COc1ccc(NC(=O)N(C)C[C@@H]2OCc3cnnn3CCCC(=O)N([C@@H](C)CO)C[C@H]2C)c(OC)c1 | -7.5%
COc1ccc(-c2csc3nc(-c4ccccc4)oc(=O)c23)cc1OC | -5.5%
Cc1ccc(S(=O)(=O)CCC(=O)OCC(=O)N(C)c2ccccc2)cc1 | 11.2%
COC(=O)c1c(SCC(=O)Nc2cc(OC)cc(OC)c2)[nH]c2ccc(C)cc2c1=O | -7.6%
O=C(NCc1ccccc1F)c1cccc(NC(=O)N2CCSc3ncccc32)c1 | 4.0%
CCCSc1nnc(-c2c[nH]c3ccccc23)n1CC | -7.2%
CCCC1NC(=O)c2cccnc2-n2c1nc1cc(C)cc(C)c1c2=O (stereo unspecified) | -1.8%
O=C(Cn1ccccc1=O)NCc1ccc(F)cc1 | -1.5%
COc1ccc(Cl)cc1NC(=O)Cn1nc(C(F)(F)F)c2c1CCCC2 | 18.7%
O=C(CSc1ncc2c(n1)-c1cc(Cl)ccc1N(Cc1ccccc1)S2(=O)=O)NCCc1ccccc1 | -3.9%
CC(C)(C)N(Cc1ccccc1)C(=O)COC(=O)c1ccccc1SCC(=O)N1CCCC1 | 10.2%
Cc1ccc(NC(=O)C(=O)NCC(c2ccc3c(c2)OCO3)N2CCN(C)CC2)cc1C (stereo unspecified) | 0.7%
COc1ccc(NC(=O)c2ccco2)cc1NC(=O)COc1ccccc1Cl | -15.6%
CN1CCN(C(CNC(=O)C(=O)Nc2cccc(Cl)c2)c2ccc3c(c2)OCO3)CC1 (stereo unspecified) | -0.9%
O=C(Nc1cccc(CCc2ccccn2)c1)c1cc(F)c(F)cc1Cl | -1.9%
CC(=O)NC1=NN(C(C)=O)C(C)(c2ccc(Br)cc2)S1 (stereo unspecified) | 1.7%

The closing six compounds of the section before come first, to join the parts.
SMILES | aSyn tox rescue
CC(C)(C)N(Cc1ccccc1)C(=O)COC(=O)c1ccccc1SCC(=O)N1CCCC1 | 10.2%
Cc1ccc(NC(=O)C(=O)NCC(c2ccc3c(c2)OCO3)N2CCN(C)CC2)cc1C (stereo unspecified) | 0.7%
COc1ccc(NC(=O)c2ccco2)cc1NC(=O)COc1ccccc1Cl | -15.6%
CN1CCN(C(CNC(=O)C(=O)Nc2cccc(Cl)c2)c2ccc3c(c2)OCO3)CC1 (stereo unspecified) | -0.9%
O=C(Nc1cccc(CCc2ccccn2)c1)c1cc(F)c(F)cc1Cl | -1.9%
CC(=O)NC1=NN(C(C)=O)C(C)(c2ccc(Br)cc2)S1 (stereo unspecified) | 1.7%
O=C(Nc1nc2n(n1)C(c1ccccc1)C=C(c1ccccc1)N2)c1ccccc1 (stereo unspecified) | 5.6%
CC(=O)N(Cc1cccnc1)c1nc2c(F)cc(F)cc2s1 | 2.1%
CC(=O)Nc1ccc(S(=O)(=O)N2CCC(N3CCN(Cc4ccc(C)cc4)C(=O)C3=O)CC2)cc1 | -0.8%
CSc1ccccc1NC(=O)C1=CC(c2ccc(C)cc2)=NS(=O)(=O)N1C | -6.4%
Cc1ccc(C)c(N2CCN(S(=O)(=O)c3ccc4[nH]c5c(c4c3)CCCC5)CC2)c1 | 19.8%
CCc1ccc(S(=O)(=O)c2nnn3c2nc(Nc2cc(OC)cc(OC)c2)c2cc(Cl)ccc23)cc1 | 1.7%
O=C(c1ccco1)n1nc(-c2ccc(Cl)cc2)nc1NCc1ccc(F)cc1 | -20.4%
O=C(C1CCN(S(=O)(=O)Cc2ccccc2)CC1)N1CCN(c2ccc(F)cc2)CC1 | -0.8%
Cc1cc(C)cc(Nc2nc3ccccc3n3cnnc23)c1 | 2.9%
CCCc1nc(SCC(=O)c2ccccc2)c2c(=O)n(C)c(=O)n(C)c2n1 | -1.6%
CCCN(CCC)CCCNC(=O)c1cnn(-c2ccc(F)cc2)c1-n1cccc1 | -6.9%
CCOC(=O)c1[nH]c(C)c(CCC(=O)NCc2ccc(N(C)C)cc2)c1C | -14.4%
CCC(=O)Nc1cccc(NC(=O)CSc2nc3c(c(=O)n(C)c(=O)n3C)n2C)c1 | 8.3%
COc1cccc(NC(=O)C2CCN(S(=O)(=O)c3ccc4[nH]c5c(c4c3)CCCCC5)CC2)c1 | 10.6%
CC1CCN(S(=O)(=O)c2ccc3c(ccc(=O)n3CC(=O)NCc3ccccc3Cl)c2)CC1 | 3.8%
O=C(NCCc1cn2ccsc2n1)c1cccs1 | -3.3%
Cc1ccc(N(C)S(=O)(=O)c2c(-c3ccccc3)csc2C(=O)O)cc1 | 1.8%
O=C(NCCc1csc(-c2ccc(F)cc2)n1)c1c(F)cccc1Cl | -18.9%
O=C(c1ccc(Cl)cc1)N1CCC(c2nc3ccccc3o2)CC1 | 4.9%
O=C1COc2ccc(-c3cc(-c4ccc(Cl)cc4)c4c(n3)-c3ccccc3OC4)cc2N1 | 2.2%
